PAX8 reporter: inhibitors of PAX8 transcriptional activity in RMG-I cells | inhibition, % at 12.6 µM | hit rate 1.2% among 360,000 | RMG-I TPO-luciferase reporter, SteadyGlo, 24 h;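 active = mean replicate inhibition at least 60% with every replicate also reaching 60%; inconclusive = only one of the two criteria is met; inactive = mean below 60% and not all replicates reaching 60%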;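 also: luciferase light reporting Pax8 driven TPO promoter activity; plate controls were median of neutral control wells for no effect and mitoxantrone controls for full effect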
PglD inh: inhibitors of Campylobacter jejuni PglD acetyltransferase; AID 602405; hit rate 0.098% among 360,000; purified PglD enzyme, DTNB colorimetric CoA detection; inhibition, % at 12.5 µM; in the data active = inhibition above about 16%, passing the limit was not always enough; inconclusive = no clear call, values can overlap the other calls; also: strong numbers were not always called active
LGR2 antag: inhibitors of bursicon-induced Drosophila LGR2 receptor cAMP signaling; HEK293 LGR2, CRE-luciferase, bursicon-stimulated, 4 h; inhibition, % at 9.99 µM; hit rate 0.35% among 380,000; AID 720647;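 active = drop in luminescence signal, shown as inhibition above about 50% in the replicate tests, limit read from the data, passing the limit was not always enough; inconclusive = probably only some replicates passing the limit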;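 also: agonist challenge used bursicon conditioned medium at about half maximal strength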
PGC1a acetyl inh: PGC1a acetylation modulation, inhibitor mode. U2OS PGC1a acetylation, AlphaScreen anti-acetyl-lysine; with virally co-expressed GCN5 acetyltransferase. inhibition, % at 15.6 µM. hit rate 0.17% among 350,000. AID 651687;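 active = every replicate shows inhibition of at least 40%; inconclusive = mean inhibition at least 40% but some replicate below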;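 also: 0% = neutral control wells and 100% = positive control wells; some results beyond the cut were filed as inactive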
Statin myotox sup: suppressors of simvastatin-induced myotoxicity in C2C12 myotubes | ATP luminescence, 48 h; scaled: DMSO 0, geranylgeraniol control 100 | rescue of ATP level, % at 7.49 µM | hit rate 0.78% among 330,000;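 active = mean ATP rescue above about 67%, or every replicate alone reaching that limit, limit read from the data, passing the limit was not always enough; inconclusive = no clear call, values can overlap the other calls; inactive = mean under the limit and some replicate under it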;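 also: myotubes were challenged with 10 µM simvastatin during compound exposure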
ARNT-TACC3 inh: ARNT/TACC3 interaction disruption; inhibition, % at 9.99 µM; hit rate 0.66% among 390,000; AlphaScreen His-ARNT PAS-B/GST-TACC3 binding, luminescence; TACC3 fragment carries E629A point mutation; Q9Y6A5; AID 623870;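 active = mean inhibition of replicates at least 50% and at least half of replicates each reaching 50%; inconclusive = half or more replicates reach 50% but mean below 50%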;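 also: 0% = complete ARNT plus TACC3 wells and 100% = ARNT alone without TACC3; many hits fall short of the cut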
Cneo AK release: causes C. neoformans cell lysis; adenylate kinase release luminescence, 4 h; normalised: neutral wells 0, clomiphene wells 100; lysis activity, % at 15 µM; hit rate 0.2% among 360,000; AID 651654;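 active = mean lysis activity across replicates of at least 80%, whatever share of replicates individually reach that level; inactive = mean lysis activity below 80%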
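Schedule: static 4 h at 37 °C with compound, 1 h detection; system: C. neoformans cells; benchmarks: Clomiphene as positive control; buffer or medium: fresh YPD medium; measure: luminescence rise reflecting yeast cell lysis; measured by: luminescent adenylate kinase detection reagent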
GSIS activator: GLuc luminescence reporter in INS-1E cells, primary screen for activators of glucose-dependent secretion of insulin | INS-1E GLuc reporter insulin secretion, 2-3 h | activation, % at 16.6 µM | hit rate 0.61% among 370,000;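 active = lowest replicate activation of at least 40%, so every replicate reaches that level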;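 also: 0% = median of neutral control wells and 100% = median of IBMX positive control wells; some compounds called inactive have numbers as strong as hits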
* = called active by the depositor; ? = inconclusive; · = not tested or not shown; & = joins results of further samples.

SMILES	PAX8 reporter	PglD inh	LGR2 antag	PGC1a acetyl inh	Statin myotox sup	ARNT-TACC3 inh	Cneo AK release	GSIS activator
CCCC(=O)Nc1ccc2c(c1)C(=O)N(C)C[C@H](OC)[C@H](C)CN(Cc1nccs1)[C@@H](C)CO2	0.5	1.7	-20.6	-16.7	-9.7	-1.3	0.3	-0.2
O=C(C[C@H]1CC[C@@H]2[C@H](COC[C@@H](O)CN2C(=O)Nc2cccc(Cl)c2)O1)NCCCN1CCOCC1	-25.8	-1.2	-10.5	0.4	-13.6	12.1	-2.6	-18.8
COC(=O)c1ccc(N(CC(=O)NC2CCCC2)C(=O)CNC(=O)c2ccco2)cc1	·	7.5	·	-1.8	3.7	-9.2	-1.3	·
COC(=O)Cc1sc(-c2ccccn2)nc1-c1ccccc1	5.2	-0.2	-9.8	-5.3	3.3	5.5	5.8	12.0
CN(C)C(=O)C[C@@H]1CC[C@H]2[C@@H](COC[C@@H](O)CN2S(=O)(=O)c2ccccc2Cl)O1	0.8	-0.1	-1.7	0.7	-12.1	0.1	-2.9	20.3
COc1ccc(OC)c(NC(=O)CCS(=O)(=O)c2cc3c(cc2C)NC(=O)CO3)c1	5.0	-0.8	-2.0	1.4	0.4	-2.6	3.5	13.6
C[C@H]1CN([C@@H](C)CO)C(=O)Cc2cc(NC(=O)Nc3ccccc3)ccc2O[C@@H]1CN(C)S(C)(=O)=O	-7.9	2.4	·	0.7	-4.7	-0.8	-4.4	·
N/C(=N\N=C\c1ccc2c(c1)OCO2)SC1CC(=O)N(c2ccc(C(=O)O)cc2)C1=O (stereo unspecified)	-16.3	-8.3	16.9	8.3	-24.6	·	-1.9	19.3
COc1cc(CNCCc2ccc(S(N)(=O)=O)cc2)ccc1OCC(=O)NC1CCCCC1	·	4.0	1.7	-7.1	-4.2	-3.3	-1.2	-2.0
O=C(c1ccc(F)cc1)N1CC(=O)N2[C@@H](CO)[C@@H](c3ccc(-c4ccccc4)cc3)[C@@H]2C1	17.3	·	16.2	-4.7	·	·	·	-16.5
COc1cc2c(cc1OC)CC(C(=O)NCc1ccccc1)NC2 (stereo unspecified)	3.0	0.0	-7.7	-1.3	5.1	0.4	1.0	11.4
COc1ccc(S(=O)(=O)N[C@H]2CC[C@@H](CC(=O)N3CCc4ccccc4C3)O[C@@H]2CO)cc1	27.4	0.5	6.5	-5.5	3.8	-19.8	1.5	-10.7
COc1ccc(C)cc1S(=O)(=O)n1cnc(C)c1	24.5	2.9	13.6	25.2	-3.8	-0.1	2.2	2.1
CCc1nc(SCC(=O)Nc2cc(C)on2)c2c(=O)n(C)c(=O)n(C)c2n1	-5.5	-1.8	-14.4	·	15.8	-0.6	-2.8	·
CCCCN(CC)C(=O)Cn1cnc2sc(C)c(S(=O)(=O)N3CCC(C)CC3)c2c1=O	-3.9	-7.6	6.7	-2.1	-23.4	-5.5	-0.2	-5.3
CN(C)c1nc(Oc2ccc(=O)n(-c3ccccc3)n2)nc(N2CCOCC2)n1	5.2	-1.3	·	-10.0	-4.3	-1.3	-0.5	·
C[C@@H]1CN([C@H](C)CO)C(=O)CCCn2nncc2CO[C@H]1CN(C)C(=O)CCC(F)(F)F	-3.7&2.5	1.2&-0.9	16.7	-6.5&5.9	5.1&-2.9	-19.4	-2.2&-3.4	15.6&1.3
Cc1ccc(NC(=O)CN(C)S(=O)(=O)c2cccc3cccnc23)cc1F	-5.9	3.0	-11.3	-5.2	13.7	12.9	1.1	-6.2
Brc1ccccc1-c1ccccc1	·	2.0	4.1	10.1	5.3	·	4.9	-1.8
Cc1cccn2c(=O)nc(SCC(=O)NCc3ccco3)nc12	5.5	4.1	-8.8	·	15.0	-1.7	1.9	40.0
CCOc1cccc(/C=N/NC(=O)CC2C(=O)NN=C2C)c1O (stereo unspecified)	-7.8	·	11.0	-4.0	·	-0.8	·	0.0
COc1ccc(-n2nc(C(=O)NCC3CCCO3)c3ccccc3c2=O)cc1 (stereo unspecified)	12.7	0.5	8.8	5.7	2.3	22.6	-0.1	-0.4
C[C@@H]1CN([C@H](C)CO)C(=O)c2cc(NC(=O)Nc3ccc(F)cc3)ccc2O[C@H]1CN(C)Cc1ccc(-c2ccccc2)cc1	·	1.1	15.6	9.8	·	15.6	0.3	16.5
COCCN(C(=O)c1snc(C(N)=O)c1N)C(C(=O)NC1CCCCC1)c1ccc(N(C)C)cc1 (stereo unspecified)	27.5	6.6	17.6	-9.9	-2.4	-17.9	-2.3	·
CC(C)S(=O)(=O)NC(=O)C1(C)CCN1C(=O)Cc1ccccc1 (stereo unspecified)	1.8	-1.5	10.7	2.9	4.5	·	2.3	8.6
CO[C@@H]1CN(C)C(=O)c2ccc(NS(=O)(=O)CC(F)(F)F)cc2OC[C@H](C)N(Cc2cccnc2)C[C@H]1C	2.4	-0.5	-5.0	25.7	-2.5	3.6	1.4	-7.9
CSc1nc2ccc(NC(=O)c3ccco3)cc2s1	-174.2	·	-65.6	·	·	-2.2	·	13.1
O=C(NC1CC1)c1ccc(-n2cccc2)cc1	-29.8	·	-17.4	8.3	·	-3.5	·	8.9
O=c1cc(-c2ccccc2)nc(SCc2ccccc2F)[nH]1	1.3	·	-16.6	-10.3	·	-4.1	·	17.8
CC(C)CCNC(=O)c1cccc(Cl)c1	-17.5	-6.8	·	-1.4	22.1	·	2.3	·
C[C@H]1CN([C@@H](C)CO)C(=O)CCCn2cc(nn2)CO[C@H]1CN(C)Cc1cccc(C(=O)O)c1	-7.7	1.6	18.3	-9.2	1.0	1.2	1.7	0.6
CCN(CC)c1ccc2cc(S(=O)(=O)c3ccc(Cl)cc3)c(=O)oc2c1	16.1	-11.9	9.7	-14.4	-18.8	·	-0.2	-1.0
Cc1ccccc1NC(=O)N1CCCC1C(=O)NCc1ccccc1 (stereo unspecified)	4.3	1.9	-0.8	0.2	-1.4	8.8	-0.9	0.8
Cc1nn(C)c(C)c1CN(Cc1nc(-c2cc(F)ccc2F)oc1C)C1CC1	20.6	1.7	40.0	-2.1	-0.9	-10.5	10.3	0.2
O=C(Nc1cccc(C(F)(F)F)c1)C1CCN(S(=O)(=O)c2cnc[nH]2)CC1	20.5	2.2	·	6.0	106.9*	5.3	-0.5	·
CCOC(=O)C1CCN(C(=O)COC(=O)c2ccc(=O)n(Cc3ccccc3)n2)CC1	-8.1	0.6	-7.5	·	13.5	-2.3	3.0	-2.5
O=C(CSc1nc2ccccc2c(=O)n1Cc1ccc(C(=O)NC2CC2)cc1)NCc1ccco1	6.7	1.6	·	-20.3	-8.1	-19.9	8.9	·
Cc1ccc(N(C(=O)CNC(=O)c2ccco2)C(C(=O)NC2CCCCC2)c2cccnc2)cc1 (stereo unspecified)	4.5	-0.5	-7.5	-27.4	10.3	-6.8	4.2	3.4
Cc1ccc(-n2nc3c(=O)n(CCCC(=O)NCc4cccc(Cl)c4)nc(C)c3c2C)cc1	45.9	-4.9	-4.6	-16.9	-10.3	-3.2	-0.7	-37.2
COC(=O)c1c(NC(=O)Cn2cc([N+](=O)[O-])cn2)sc2c1CCC2	·	3.5	·	-4.3	-2.3	-0.5	-2.9	·
CC(=O)Nc1ccc(NS(=O)(=O)c2ccc3c(c2)NC(=O)CC(=O)N3)cc1	-14.3	4.2	-1.7	-10.6	-24.3	-10.7	-16.0	-0.7
Cc1ccc(NC(=O)c2ccccc2NC(=O)Cc2ccccc2)cc1	7.4	·	-1.4	·	·	-3.1	·	-13.3
COc1ccc(F)cc1CN1CCN(C(=O)c2ccc(S(=O)(=O)N3CCCCCC3)cc2)CC1	21.4	-5.9	-7.7	9.7	-9.3	2.8	0.3	-9.8
CN(C)S(=O)(=O)c1cccc(NC(=S)Nc2ccc3cn[nH]c3c2)c1	-8.1	·	-3.6	19.6	·	2.2	·	10.3
COCC#Cc1cnc2c(c1)C(=O)N([C@@H](C)CO)C[C@@H](C)[C@@H](CN(C)Cc1ccccc1)O2	·	-6.9	5.8	-5.9	-10.2	?	-2.0	-2.5
O=C(NCc1ccc(F)cc1)c1cnc2n(c1=O)CCS2	6.3	-5.1	4.2	9.8	-1.8	-3.5	-0.3	·
NC(=O)c1cc[n+](CC(=O)c2ccc(NC(=O)c3ccccc3)cc2)cc1	-21.4	·	-14.8	·	·	-4.8	·	-4.4
CCN(CC(=O)NCc1cccs1)S(=O)(=O)c1cccc(Br)c1	-3.6	2.0	2.1	-7.7	7.3	-8.3	-1.6	14.7
COc1cccc(NC(=O)Cn2c(=O)n(CC3CCCO3)c(=O)c3ccccc32)c1 (stereo unspecified)	19.3	5.0	·	-7.7	·	0.2	-0.2	·
C/C(=N\NC(=O)c1cccnc1)c1ccc(Br)cc1	2.6	-3.5	-10.2	·	-18.2	16.0	3.4	-20.6
CC(C)c1ccc(S(=O)(=O)N2CCC(C(=O)NCc3ccco3)CC2)cc1	·	-9.2	-0.7	2.7	8.1	-2.1	-4.0	-0.8
Cc1ccccc1OCC(=O)Nc1c2c(nn1C(C)(C)C)CS(=O)(=O)C2	-1.3	1.2	-4.4	·	2.0	-1.8	-8.6	12.7
CC1CCc2cc(F)cc3c(=O)c(C(=O)O)cn1c23 (stereo unspecified)	-20.9	0.3	-10.5	·	1.9	-2.3	-1.0	·
COc1cc2c(cc1OC)CN(C(=O)CN(C)S(=O)(=O)c1ccc(NC(C)=O)cc1)CC2	13.8	-5.1	1.5	-9.1	-7.9	·	3.1	-1.4
C[C@@H]1CN([C@H](C)CO)C(=O)c2cc(N(C)C)ccc2O[C@H]1CN(C)S(=O)(=O)c1ccc(Cl)cc1	1.3	10.7	-4.3	-5.1	-3.2	·	1.1	-4.5
CN(C(=O)CN1CCN(c2cnn(-c3ccccc3)c(=O)c2Cl)CC1)C1CCS(=O)(=O)C1 (stereo unspecified)	6.0	3.7	19.0	-5.5	3.8	-4.5	-0.4	16.8
Clc1ccc(-c2nnc(-c3ccccc3)c(N3CCSCC3)n2)cc1	-4.8	-8.7	·	3.3	60.1	10.6	3.8	·
COc1ccc(NC(=O)Nc2sc(=S)n(C)c2C)cc1	4.4	·	21.1	·	·	-3.3	·	7.3
COc1ccc(-n2c(C(C)n3nc(C)c([N+](=O)[O-])c3C)n[nH]c2=S)cc1 (stereo unspecified)	·	5.3	·	1.7	5.6	-4.0	-0.3	·
Cc1cccc(S(=O)(=O)N2CC[C@@H]3[C@@H](CO)Nc4ccc(-c5ccccc5F)cc4[C@@H]32)c1	6.8	0.6	7.8	-5.3	18.7	4.8	-7.1	-3.7
COc1cc(/C=C/C(=O)Nc2ccc(S(=O)(=O)Nc3onc(C)c3C)cc2)cc(OC)c1OC	-4.4	-0.4	-4.7	6.1	15.3	8.7	-2.3	-6.1
CC(=O)Nc1ccc(NC(=O)COC(=O)CCNS(=O)(=O)c2c(Cl)cccc2Cl)cc1	4.7	4.6	-3.5	-7.4	10.4	-8.4	0.3	25.6

Single entries from the entries so far.
Reading of C[C@@H]1CN([C@H](C)CO)C(=O)CCCn2nncc2CO[C@H]1CN(C)C(=O)CCC(F)(F)F under LGR2 antag: 16.7
Reading of CC(=O)Nc1ccc(NC(=O)COC(=O)CCNS(=O)(=O)c2c(Cl)cccc2Cl)cc1 under PGC1a acetyl inh: -7.4

Compound activity from PubChem BioAssay.
